# D3 ag = D3 dopamine receptor (human) agonism | P35462 | D3R DiscoveRx beta-arrestin cells, luminescence, 90 min | max activation, % | 410,000 compounds, 0.58% hits | AID 652048; in the data active = max activation above about 30%; note: 0% is about no effect; mostly tested at two doses, the higher about 12 µM
# Target sequence (P35462 whole entry, looked up): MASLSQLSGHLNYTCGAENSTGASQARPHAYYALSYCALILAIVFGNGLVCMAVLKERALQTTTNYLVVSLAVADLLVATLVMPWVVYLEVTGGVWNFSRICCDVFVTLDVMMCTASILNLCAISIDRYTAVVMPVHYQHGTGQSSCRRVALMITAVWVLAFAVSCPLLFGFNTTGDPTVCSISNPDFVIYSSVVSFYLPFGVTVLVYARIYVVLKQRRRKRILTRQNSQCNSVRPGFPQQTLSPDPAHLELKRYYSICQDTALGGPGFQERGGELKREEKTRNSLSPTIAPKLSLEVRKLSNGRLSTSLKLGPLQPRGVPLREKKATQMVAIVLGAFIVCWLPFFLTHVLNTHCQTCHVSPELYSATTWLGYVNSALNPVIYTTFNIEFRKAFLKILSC
#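 Agonist-mode cell screen: cells plated at 1500/well and incubated overnight at 37 °C, then exposed to library compounds for 90 min at 37 °C. Detection reagent was added for 30–60 min at room temperature, and luminescence was read.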
# KB-3-1 cytotox = kills parental KB-3-1 adenocarcinoma cells | 400,000 compounds, 1.4% hits | AID 1347075 | Potency, µM (top dose mostly 46.1 µM), without a hit: top-dose activity change, negative = cytotoxic, hits mostly cytotoxic | KB-3-1 viability, CellTiter-Glo ATP luminescence, 72 h; note: potency is the fitted concentration of half-maximal effect; % is set by controls: 0 for no effect and ±100 for the full control effect; nearly all actives have a fitted effect of over 60% in size
#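 Multi-concentration cytotoxicity screen in KB-3-1 cells grown in DMEM lacking phenol red with 10% FBS. After 72 h at 37 °C with compound, ATP-dependent luminescence was recorded.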
# KB-V1 MDR tox = KB-V1 MDR subline cytotoxicity. KB-V1 MDR cells viability, CellTiter-Glo, 72 h. Potency, µM (titrated, usually from 46.1 µM), for the others: at the top dose activity change, negative = cytotoxicity, actives largely listed as cytotoxic. 400,000 compounds, 3.4% hits. AID 1347076; note: potency is the fitted concentration of half-maximal effect; % is set by controls: 0 for no effect and ±100 for the full control effect; nearly all actives have a fitted effect of over 60% in size
#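 Potencies derive from concentration-effect curves fitted to normalized luminescence (CellTiter-Glo) of KB-V1 cells treated for 72 h at 37 degrees C in phenol-red-free DMEM containing 10% FBS.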
# HT1080NT lethal = kills 2HG-producing HT-1080-NT fibrosarcoma cells. HT-1080-NT fibrosarcoma viability, CellTiter-Glo ATP luminescence, 48 h. AID 686970. 360,000 compounds, 1.6% hits. Potency, µM (highest dose often 46.1 µM), for inactives: top-dose activity, negative = less viability, actives largely listed as cytotoxic;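 note: NT is the 2HG producing partner of a matched IDH1 knockdown line; potency is the fitted concentration of half-maximal effect; 0% = DMSO-treated cells and -100% = media-only wells without cells; nearly all actives have a fitted effect of over 55% in size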
#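 Viability of the 2HG-overproducing fibrosarcoma line after 48 hours of compound exposure at 37 degrees C was determined by luminescence with CellTiter-Glo, and concentration-effect curves were then fitted and categorized.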
# GLP1R cytotox = cytotoxicity counter-screen for GLP-1 receptor inverse agonists; AID 624418; 410,000 compounds, 0.13% hits; Potency, µM (titrated, usually from 38.3 µM), for the others: at the top dose activity change, negative = inhibition, actives largely listed as inhibitors; HEK293 cAMP-luciferase reporter cells, luminescence, 24 h;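 note: loss of luciferase light is scored as toxicity; potency is the fitted concentration of half-maximal effect; % is set by controls: 0 for no effect and ±100 for the full control effect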
#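 Luminescence readout: signal drop marks cytotoxicity. Plated cells grew 12 h at 37 °C, 5% CO2, received 23 nL compound for 24 h, then got luciferase reagent, read after 12 min at RT.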
# HT1080 IDH1KD tx = toxicity to HT-1080 IDH1 knockdown cells (counter line). HT-1080 IDH1 knockdown viability, ATP luminescence, 48 h. Potency, µM (series often up to 46.1 µM), without a hit: top-dose activity, negative = toxicity, hits mostly cytotoxic. 360,000 compounds, 2% hits;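 note: potency is the fitted concentration of half-maximal effect; 0% = DMSO wells and -100% = cell-free medium wells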
#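 CellTiter-Glo luminescence after 48 h compound exposure at 37 degrees C of IDH1-knockdown HT-1080 cells in 5% FBS RPMI. %Activity scaled between DMSO wells and cell-free media wells, with curves fitted and assigned curve classes.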
# MCF10A rereplic = DNA re-replication induction in MCF 10a cells. MCF 10A DNA re-replication, Hoechst nuclear intensity, 48 h. Potency, µM (doses to about 46.1 µM), for the others: at the top dose activity, positive = re-replication, most hits filed as activators. 350,000 compounds, 2.9% hits. AID 624296; note: potency is the fitted concentration of half-maximal effect; % of control where 0% means no effect; nearly all actives have a fitted effect of over 50% in size
# IL1B secr inh = blocks inflammasome-driven IL-1 beta release | THP-1 LPS/ATP IL-1B secretion, AlphaLISA, 16 h; hits give low values | activity change, % at 57.5 µM | 360,000 compounds, 4.7% hits | AID 743279; in the data active = activity change below about -50%; inconclusive = mostly about -30% to -49%; note: % is set by controls: 0 for no effect and ±100 for the full control effect
#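 Secreted IL-1B measured by AlphaLISA bead assay after 16 h compound exposure of THP-1 cells; compounds (final up to 57.5 uM) added 1 h before LPS (250 ng/mL) and ATP (1.25 mM) stimulation; lower signal means less secretion.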
# SW480 rereplic = induces DNA re-replication in SW480 colon adenocarcinoma cells; AID 624297; SW480 DNA re-replication, Hoechst DNA content imaging, 48 h; 340,000 compounds, 1.8% hits; Potency, µM (series often up to 46.1 µM), without a hit: top-dose re-replication activation, most hits filed as activators; note: potency is the fitted concentration of half-maximal effect; % of control where 0% means no effect; nearly all actives have a fitted effect of over 55% in size
#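 Quantitative HTS format with DMSO vehicle controls; 48 hr drug incubation at 37 C, then 40 min Hoechst staining and scanning imager measurement at 405 nm excitation.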
# An asterisk follows results filed as active; ? = inconclusive; · = not tested or not shown; [ ] = dose if it differs, or a comment. Unless noted, calls come from the whole dose curve; as a rule, active = well fitted curve in the direction sought with a large enough effect; inconclusive = small, poorly fitted or top-dose-only effect, or another doubt; inactive = no such curve, though single readings can be large; an effect the other way counts as inactive or inconclusive.
SMILES,D3 ag,KB-3-1 cytotox,KB-V1 MDR tox,HT1080NT lethal,GLP1R cytotox,HT1080 IDH1KD tx,MCF10A rereplic,IL1B secr inh,SW480 rereplic
COc1cccc(CNC(=O)c2sc3ncccc3c2-n2c(C)ccc2C)c1OC,-7,-17%,-6%,·,2%,·,·,·,·
CC(=O)N1CCN(C2c3cccc4cccc(c34)C2NS(=O)(=O)c2ccccc2)CC1 (stereo not drawn),2,14%,-2%,4%,-12%,1%,-8%,20,-2%
O=C(CSc1nnnn1-c1cccnc1)Nc1ccc(OCc2ccccc2)cc1,0,-11%,?,?,-11%,?,-8%,-2,19%
C=CCN1C(=O)/C(=C/c2ccc(-c3ccc(F)cc3)o2)SC1=S,-11,0%,0%,7%,-7%,1%,2%,1,-11%
COc1ccc(NC(=S)NNC(=O)Cn2nc([N+](=O)[O-])cc2C)cc1,-2,3%,28%,13%,5%,5%,-18%,17,-2%
CCNc1nc(Oc2ccc(F)cc2)cc(C(F)(F)F)n1,9,11%,-1%,-28%,-1%,-16%,3%,0,-3%
COc1cc(Br)c(CN2C(=O)NC3(CCCCCC3)C2=O)cc1OC,-20,-9%,6.5µM*,0%,-17%,-2%,0%,0,12%
CC(=O)c1cccc(NC(=O)C2Cc3c(-c4ccc(Cl)cc4)ccnc3O2)c1 (stereo not drawn),-5,-12%,-29%,?,-23%,?,·,-8,·
CCOC(=O)C1(Cc2ccccc2)CCN(Cc2cnn(-c3ccccc3)c2)CC1,-9,-12%,-25%,-21%,?,?,29%,-13,4%
Cc1ccc(NC(=O)Cn2c(SCc3cccc(F)c3)nc3ccncc32)c(C)c1,0,-1%,0%,·,0%,·,·,·,·
CNC(=O)NC(=O)C(OC(=O)CCNS(=O)(=O)c1ccccc1)c1ccccc1 (stereo not drawn),-1,-15%,-4%,-1%,3%,-1%,5%,-13,0%
CCOC(=O)N1CCN(C(=O)C2CCN(S(=O)(=O)c3ccc(OCC)cc3)CC2)CC1,-7,-13%,-21%,1%,-5%,4%,7%,-11,?
Cc1ccc(S(=O)(=O)N(C)CC(=O)NC2CC(C)(C)NC(C)(C)C2)cc1,-4,-1%,4%,5%,-14%,7%,10%,-16,3%
NC(=O)C1(NC2CCCCC2)CCN(Cc2ccccc2)CC1,-21,?,4%,-1%,2%,-10%,-4%,-28,2%
O=C(C1CCCN(S(=O)(=O)c2cc(Cl)ccc2Cl)C1)N1CCOCC1 (stereo not drawn),-2,-14%,-20%,2%,-6%,-2%,0%,19,-2%
COCCOC(=O)C1=C(C)NC2=C(C(=O)CC(C)(C)C2)C1c1cccnc1 (stereo not drawn),-2,-1%,?,7%,117%[activator],8%,-183%[0.0737 µM],4,-6%
CCc1ccc(NC(=O)C2CCN(S(=O)(=O)c3c(C)[nH]c(=O)[nH]c3=O)CC2)cc1,10,-7%,10%,5%,6%,2%,3%,19,-8%
CCC1Oc2ccccc2N(CC(=O)N2CCOCC2)C1=O (stereo not drawn),10,19%,17%,10%,1%,12%,-21%,-1,-9%
CCOc1ccc(C(=O)OCc2nnc(-c3cccs3)o2)cc1OC,1,13%,6%,11%,2%,5%,0%,21,-9%
O=C(CSc1nnc(-c2ccc(O)cc2)n1-c1ccccc1)CC(=O)Nc1ccccc1,-4,0%,-10%,-2%,-2%[1.53 µM],2%,?,-11,-4%
Cc1cc2c(cc1C)CN(c1ccccc1)C2,3,-17%,0%,-6%,-8%,-12%,5%,0,0%
CCOc1ccc(OCC)c(NC(=O)c2nnn(CC(=O)Nc3cc(Cl)ccc3OC)c2N)c1,3,5%,9%,·,-13%,·,·,·,·
CCOC(=O)c1ccc(-n2c(CN3CCC(O)CC3)nc3ccc([N+](=O)[O-])cc3c2=O)cc1,-10,1%,-11%,8%,-10%,13%,-3%,0,0%
Cc1ccc(NC(=O)c2cc3c(CO)cnc(C)c3oc2=Nc2cccc(C(N)=O)c2)cc1,-8,8%,1%,-8%,7%,0%,4%,19,-3%
C[C@@H]1CN([C@H](C)CO)C(=O)CCCn2cc(nn2)CO[C@H]1CN(C)C(=O)CCC(F)(F)F,-3,6%,4%,-11%,7%,-1%,·,-28,·
OC1(c2ccccc2F)CCN(Cc2nnnn2CCc2ccccc2)CC1,1,-3%,-8%,10%,7%,3%,0%,-24,29%
COC(=O)C(Cc1c[nH]c2ccccc12)NC(C)=O (stereo not drawn),3,11%,?,9%,13%,6%,-10%,5,1%
COc1ccccc1NC(=O)c1ccc2c(=O)n3c(nc2c1)CCC3,3,?,-20%,2%,5%,7%,14%,-17,-2%
CCC(=O)c1ccc(OCc2ccc(C(=O)OC)cc2)cc1,0,-5%,-24%,-6%,-22%,11%,2%,-5,228%
CCOC(=O)c1sc(NC(=O)c2cccnc2)c(C#N)c1C,6,14%,22%,-1%,22%,-4%,-1%,-11,-2%[9.22 µM]
CSc1ccc(NC(=O)/C=C/C(=O)O)cc1,28,15%,4%,-20%,0%,-17%,4%,·,5%
CCN(C(=O)COC(=O)c1ccc2c(c1)OCO2)c1ccc(F)cc1,-7,·,·,0%,0%,0%,1%,-9,-1%
CCOC(=O)C1CCN(c2nc3ccccc3nc2Cl)CC1,7,4%,?,·,-1%,·,·,·,·
CCCCN=C1NN=C(c2ccc3c(c2)OCCO3)CS1,1,-4%,-3%,-19%,-23%,-14%,12%,-63*,?
CC1CCCCN1CCCNC(=O)C1CCCN(c2ncnc3c2nc2n3CCCCC2)C1 (stereo not drawn),9,1%,?,10%,-6%,-5%,4%,1,16%
O=C(NCC1CCCO1)c1cccc(NS(=O)(=O)c2ccccc2)c1 (stereo not drawn),5,3%,21%,3%,-4%,-2%,-1%,10,-2%

# Brought forward from above: 3 entries, followed by the next part.
SMILES,D3 ag,KB-3-1 cytotox,KB-V1 MDR tox,HT1080NT lethal,GLP1R cytotox,HT1080 IDH1KD tx,MCF10A rereplic,IL1B secr inh,SW480 rereplic
CCCCN=C1NN=C(c2ccc3c(c2)OCCO3)CS1,1,-4%,-3%,-19%,-23%,-14%,12%,-63*,?
CC1CCCCN1CCCNC(=O)C1CCCN(c2ncnc3c2nc2n3CCCCC2)C1 (stereo not drawn),9,1%,?,10%,-6%,-5%,4%,1,16%
O=C(NCC1CCCO1)c1cccc(NS(=O)(=O)c2ccccc2)c1 (stereo not drawn),5,3%,21%,3%,-4%,-2%,-1%,10,-2%
O=C(CSc1ccccn1)Nc1nncs1,-9,-12%,2%,-2%,5%,-6%,-4%,-9,3%
CCC(C)Sc1ccc([C@H]2N[C@@](C)(C(=O)OC)[C@H]3C(=O)N(CC)C(=O)[C@@H]23)cc1OC (stereo partly drawn),2,2%,0%,12%,-3%,4%,16%,35,1%
Cc1ccc(NC(=O)C2CCCN2C(=O)Oc2ccccc2)cc1C (stereo not drawn),4,6%,15µM*,-1%,12%,-3%,5%,18,-1%
Cc1ccc(S(=O)(=O)N(C)CCCC(=O)Nc2ccncc2)cc1,-2,-30%,-34%,-5%,1%,-10%,19%,36,-1%
Cc1ccc(NC(=O)Nc2ccc(F)cc2)cc1Cl,-3,-18%,-4%,18%,-2%,-1%,10%,?,?
Cc1nc2ccccc2nc1OCC(=O)NCc1ccc2c(c1)OCO2,1,?,-5%,-6%,22%,?,?,3,-4%[9.22 µM]
COc1ccc(NC(=O)CC2(CC(=O)N3CCOCC3)CCCC2)cc1Cl,-2,14%,0%,-4%,1%,-4%,1%,12,-8%
CCc1ccc(N2C(=O)CS(=O)(=O)C23C(=O)N(Cc2ccccc2F)c2ccccc23)cc1 (stereo not drawn),-3,-7%,-6%,·,3%,·,·,·,·
CC(C)(C)[C@H](N)C(=O)N[C@H]1CCC2C3CC=C4C[C@@H](O)CC[C@]4(C)C3CC[C@@]21C (stereo partly drawn),4,?,?,?,?,?,16µM*,-102*,4.6µM*
CCCCN(C(=O)C1CSC2(C)CCC(=O)N12)c1c(N)n(CC(C)C)c(=O)[nH]c1=O (stereo not drawn),-4,5%,-2%,-2%,-2%,0%,-7%,-8,4%
CCOC(=O)c1cccc(NC(=O)NCc2ccc3c(c2)CCN3C(=O)CC)c1,-1,4%,5%,·,-5%,·,·,·,·
O=C(CCCc1ccccc1)NCCS(=O)(=O)N1CCN(c2ccccc2)CC1,-1,-7%,-6%,4%,-2%,-7%,·,-21,·
C1CCC2(CC1)C1=C(CCCC1)Nc1nnnn12,-9,3%,-2%,-2%,-1%,0%,1%,-19,-6%
CC(=O)NC(NC(C)=O)c1ccc(N(C)C)cc1,-1,2%,19%,4%,-12%,4%,0%,-14,-3%
Cc1c(C(=O)NCc2c(F)cc(F)cc2F)oc2ccc(S(=O)(=O)N3CCOCC3)cc12,2,-4%,?,-19%,-3%,-4%,3%,?,-1%
Nc1ccc2c(O)cc(S(=O)(=O)O)cc2c1,-2,?,8%,-14%,-25%,-17%,-57%[inhibitor],11,?
COc1ccc(C(=O)O)cc1S(=O)(=O)Nc1cccc(C)c1,-3,0%,0%,19%,23%,4%,0%,-5,0%
Cc1nc(-c2ccc(NC(=O)CC(C)C)cc2)cs1,-6,0%,-11%,0%,5%,-5%,4%,?,1%
CCOC(=O)c1cnc(SCC(=O)c2ccc3c(c2)OCCO3)nc1N,-5,1%,-1%,0%,-10%,3%[9.24 µM],-5%,25,4%
CCCCN(C(=O)/C=C/c1ccccc1)C1CCS(=O)(=O)C1 (stereo not drawn),7,8%,-8%,-4%,1%,1%,-7%,-11,-226%[inhibitor]
CCc1ccc(/C(C)=N/NS(=O)(=O)c2ccc(OC)cc2)s1,1,2%,-8%,3%,3%,-2%,-29%,35,0%

# Bioassay records deposited in PubChem BioAssay by National Center for Advancing Translational Sciences (NCATS).
